FadD28 binding: M. tuberculosis FadD28 bisubstrate binding inhibition; FadD28 bisubstrate probe binding, fluorescence polarization; inhibition, % at 12.5 µM; 360,000 compounds, 0.22% hits; AID 588549; in the data active = inhibition above about 8.5%, passing the limit was not always enough
Yp Topo-I inh: Y. pestis Topo-I inhibition via cleavage products. AID 504884. activity, % at 10 µM. 360,000 compounds, 0.064% hits. Y. pestis Topo-I cleavage product accumulation, plate reader; in the data active = activity above about 50%, passing the limit was not always enough; also: inactives centre near 2
UGM FP inh: Mtb UDP-galactopyranose mutase inhibition | inhibition, % at 10 µM | AID 504406 | 320,000 compounds, 0.06% hits | purified UGM, fluorescence polarization probe displacement | P9WIQ1; in the data active = inhibition above about 10%, passing the limit was not always enough
Target sequence (P9WIQ1 whole entry, looked up): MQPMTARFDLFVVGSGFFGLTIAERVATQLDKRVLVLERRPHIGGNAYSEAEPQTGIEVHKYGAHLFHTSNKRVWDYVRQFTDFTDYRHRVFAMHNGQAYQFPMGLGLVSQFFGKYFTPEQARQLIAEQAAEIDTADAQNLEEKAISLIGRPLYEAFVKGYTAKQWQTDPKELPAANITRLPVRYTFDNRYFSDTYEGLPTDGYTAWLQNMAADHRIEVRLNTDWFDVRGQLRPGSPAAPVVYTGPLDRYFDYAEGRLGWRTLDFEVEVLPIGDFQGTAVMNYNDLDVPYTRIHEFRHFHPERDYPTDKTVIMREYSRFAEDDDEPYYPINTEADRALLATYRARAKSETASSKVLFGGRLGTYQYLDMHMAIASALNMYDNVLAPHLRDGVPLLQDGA
GDH-TPI counter: inhibits GDH-TPI coupling enzymes, artifact for Mtb FBA screen. GDH-TPI coupled enzyme counterscreen, NADH absorbance. 360,000 compounds, 1.2% hits. inhibition, % at 4.8 µM; in the data active = inhibition above about 30%;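 also: 0% = DMSO wells and 100% = wells lacking the enzyme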
TcdB inh: inhibitors of Clostridioides difficile toxin B glycohydrolase; TcdB glycohydrolase enzymatic assay, plate reader; P18177; inhibition, % at 9.99 µM; 350,000 compounds, 0.24% hits; in the data active = inhibition above about 10%
BH1578 lux ind: induces V. cholerae light production without autoinducers; V. cholerae BH1578 lux reporter, luminescence, 6 h; AID 588436; activation, % at 18.7 µM; 350,000 compounds, 0.16% hits; in the data active = activation mostly above about 9.7%, no sharp cut-off; also: not every result past the cut was called active; inactives centre near 0; reference of the scale not given here
BioA inh: inhibitors of Mycobacterium tuberculosis BioA enzyme. purified M. tuberculosis BioA enzyme, plate reader. inhibition, % at 9.99 µM. 360,000 compounds, 0.096% hits; in the data active = inhibition above about 40%
Mtb FBA inh: Mtb fructose-bisphosphate aldolase inhibition; purified M. tuberculosis FBA, fluorescence read-out; P9WQA3; AID 588726; inhibition, % at 1 µM; 360,000 compounds, 2.3% hits; in the data active = inhibition above about 27%;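 also: 0% = vehicle and 100% = reference inhibitor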
Target sequence (P9WQA3 whole entry, looked up): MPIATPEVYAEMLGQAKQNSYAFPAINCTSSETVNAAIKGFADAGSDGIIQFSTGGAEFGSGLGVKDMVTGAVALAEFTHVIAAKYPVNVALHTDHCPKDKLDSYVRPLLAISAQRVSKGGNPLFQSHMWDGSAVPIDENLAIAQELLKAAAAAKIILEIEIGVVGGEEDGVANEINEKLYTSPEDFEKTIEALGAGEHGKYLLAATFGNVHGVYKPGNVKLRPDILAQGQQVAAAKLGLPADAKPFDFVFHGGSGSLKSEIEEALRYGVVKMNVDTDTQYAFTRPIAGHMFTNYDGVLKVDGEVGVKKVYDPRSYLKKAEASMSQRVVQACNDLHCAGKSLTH
PfHsp40 yeast: compounds rescuing yeast from Plasmodium falciparum HSP40 toxicity; S. cerevisiae expressing PfHsp40, growth rescue, ATP luminescence; growth rescue, % at 12.5 µM; 340,000 compounds, 0.68% hits; in the data active = growth rescue above about 28%, passing the limit was not always enough;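 also: yeast W303a lacking pdr1 and pdr3 grown in galactose medium; growth measured after three days at 30 °C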
Starred values were filed as active, the others as inactive; i = inactive; . = not tested or not shown.

SMILES	FadD28 binding	Yp Topo-I inh	UGM FP inh	GDH-TPI counter	TcdB inh	BH1578 lux ind	BioA inh	Mtb FBA inh	PfHsp40 yeast
O=C(COc1ccc2ccc(=O)oc2c1)NC1CCN(Cc2ccccc2)CC1	-0.8	4	1.5	7	-0.3	-0.3	8.3	16	-0.4
COc1cc(/C=C2\C(=N)N3N=CSC3=NC2=O)ccc1OS(=O)(=O)c1ccccc1[N+](=O)[O-]	-10	7	-0.6	21	-0.3	1.6	4.9	8	-1.6
CN(C)c1ccc(S(=O)(=O)N2CCCCC2)cc1NC(=O)CCNC(=O)c1ccco1	-0.3	-2	-1.1	0	1.3	i	1.4	-1	-0.7
Cc1cccc(N2C(=O)c3cccc4c(N)ccc(c34)C2=O)c1	-2.2	5	39*	-10	1.3	i	-22	-11	-0.5
Cc1sc2nc(SCC(=O)NCc3cccs3)[nH]c(=O)c2c1C	0.4	-2	0.4	8	.	-0.3	-0.6	3	0.6
COc1ccc(Nc2nc3cc(-c4ccsc4)sc3c(=O)n2C)cc1OC	-3.2	9	.	3	1.8	-0.1	-0.1	0	.
COc1ccc(S(=O)(=O)N2CCN(CC(=O)Nc3cccc(F)c3)CC2)cc1	-1.3	15	-0.4	-1	.	-2.2	.	0	-0.4
O=C(Nc1cccc(C(F)(F)F)c1)c1sc(Cl)nc1C(F)(F)F	-6.3	-2	-0.4	-5	-3.7	-0.3	1.6	2	1.8
CCOc1cc(CN2CCN(CCc3ccccc3)C(CCO)C2)ccc1OC (configuration not stated)	-2.1	7	2.2	13	0.3	-0.3	.	2	-0.8
Cc1cc(OCC(=O)NC2CCCCC2)ccc1Cl	-1.1	7	2.6	9	.	0.6	.	6	2.9
Cc1cc(C)n(-c2ccc(C(=O)Nc3ccc4c(c3)OCO4)cc2)n1	-6.7	11	-2.4	2	.	i	44*	1	3.3
O=C(OCC(=O)N1CCN(Cc2ccccc2)CC1)c1cc(Cl)ccc1[N+](=O)[O-]	-2.1	-5	-0.5	9	1.6	-0.3	0.1	-2	2.5
O=C(Nc1cccc(Cl)c1)Nc1ccon1	-0.4	-3	-1.1	-5	1.0	i	6.8	1	0.2
NC(c1ccccc1)c1csc(Nc2ccc(C(F)(F)F)cn2)n1 (configuration not stated)	-9.1	-13	.	-2	0.8	i	0.2	-1	.
O=C(NCCc1ccccc1Cl)c1cc(COc2ccc(F)cc2F)on1	-2.7	30	-0.8	1	.	1.6	-1.2	0	1.5
CCC(=O)N1c2ccc(S(=O)(=O)CCC(=O)N3CCN(c4ccccc4F)CC3)cc2CC1C (configuration not stated)	-2.3	29	2.1	4	-1.0	i	1.9	-2	0.9
O=C(O)c1c(F)c(F)cc2ccccc12	-0.6	6	-0.6	13	3.5	i	-0.1	-2	-0.3
CCCNC(=O)N1[C@H]2CC[C@@H]1C(C(=O)OC)=C(c1ccc(Cl)c(C(F)(F)F)c1)C2	-2.7	9	-1.4	4	-0.4	-0.4	1.4	6	0.0
COc1ccc(N(C)C(=O)c2ccc(NC(=O)CCS(=O)(=O)c3cccs3)cc2)cc1	-3.4	-2	-4.4	2	1.0	-0.2	0.9	-3	1.1
COc1ccc(CN2C(=NC(=O)CCC3CCCC3)SC3CS(=O)(=O)CC32)cc1 (configuration not stated)	0.0	10	1.1	7	-2.1	-1.2	0.6	0	-0.6
O=C(CCn1c(=O)sc2ccccc21)Nc1nc2ccccc2s1	-2.9	1	0.0	0	2.2	i	3.8	-1	0.9
O=C(COC(=O)c1ccc(O)cc1)c1ccc2c(c1)OCCO2	3.0	2	.	2	1.8	14	-3.2	-1	0.8
O=C(NC1CCS(=O)(=O)C1)/C(=C\c1ccco1)NC(=O)c1ccccc1 (configuration not stated)	-1.6	-7	5.3	1	0.0	-0.5	-1.4	-3	-2.1
Cc1cccc(N2CCN(C(=O)CN3C(=O)NC(C)(C4CC4)C3=O)CC2)c1C (configuration not stated)	-0.4	0	.	-1	-1.1	-0.3	0.6	3	0.0
CCc1ccc(NC(=O)c2ccc(-n3cncn3)c([N+](=O)[O-])c2)cc1	0.5	-11	0.4	4	2.7	-1.4	2.7	5	-0.2
COCC1CCN(C(=O)c2cc(COc3ccc(C)c(C)c3)on2)C1 (configuration not stated)	-2.9	30	-3.9	-2	0.7	0.8	-1.5	-2	0.5
CSc1nnc(-c2cnccn2)n1Cc1ccccc1	0.0	3	3.3	-5	.	2.1	2.3	2	-1.1
O=C(CCN1C(=O)c2ccccc2S1(=O)=O)Nc1nc2c(s1)CCCC2	-1.7	9	-0.2	0	.	-0.5	-0.9	2	-0.2
CC(C)=CC(=O)OCc1cc([N+](=O)[O-])cc2c1OCOC2	-0.4	-1	0.3	7	1.3	0.0	.	0	0.4
O=C1CN(C(=O)COc2ccccc2Cl)c2ccccc2N1	-3.3	5	-3.4	3	0.8	i	0.3	0	0.0
CCC(=O)N(CC(=O)Nc1sc(C)c(C)c1C(N)=O)C1CCCC1	1.1	-1	-0.6	-5	-8.1	-0.3	.	1	-1.0
Cc1nn(C)c(=S)[nH]c1=S	-0.5	-5	.	25	0.0	-1.7	-2.0	1	-0.8
CCCNC(=O)c1onc(CSc2ccc(Cl)cc2)c1C(=O)NCCC(C)C	-0.7	20	-0.2	13	0.0	1.5	-2.0	0	5.3
COc1cccc(C(C(=O)NC2CCCC2)N(C(=O)c2csnn2)C2CC2)c1 (configuration not stated)	-0.5	12	0.2	-2	1.7	-0.5	-1.9	0	0.8
O=C(CCCCN1CCCCC1)c1ccc2c(c1)Cc1ccccc1-2	-4.0	-6	-0.1	4	3.1	-0.2	.	1	0.0
CN1C(=O)N(C)C(=O)C2(Cc3cc([N+](=O)[O-])ccc3N3CCN(C(=O)c4ccccc4)CC32)C1=O (configuration not stated)	0.1	18	0.0	4	2.4	-0.9	1.9	-2	1.1
CCn1cc(C(=O)N2CCN(c3ccccc3OC)CC2)c2cc(OC)c(OC)cc2c1=O	-1.4	8	.	6	0.9	-0.4	0.9	3	-2.7
CCOC(=O)c1ccc(S(=O)(=O)N2CCC(C(=O)NCc3ccccc3OC)CC2)cc1	-0.8	31	1.5	-2	0.0	i	-0.9	2	0.5
Cc1ccccc1S(=O)(=O)/N=C(/Nc1c(C)n(C)n(-c2ccccc2)c1=O)c1ccccc1	-4.3	9	0.2	-10	-1.8	0.0	0.2	-2	0.3
COc1cc(C(=O)OCc2csc(CC(=O)Nc3cc(C)ccc3C)n2)ccc1OC(F)F	1.1	27	.	10	1.1	-3.2	-0.6	1	-0.2
CC(=O)Nc1ccc(NC(=O)c2c(C)noc2C)cc1	-2.7	1	0.1	-1	0.8	i	0.4	1	-1.4
C/C(N)=C(/C#N)C(=O)COC(=O)CSc1ccc2ccccc2c1	-3.5	-1	3.8	-5	0.9	i	1.7	1	-1.2
Cc1ccc(-n2cc(CN3CCC(CO)(Cc4cccc(C(F)(F)F)c4)CC3)cn2)cc1	-4.6	10	-0.7	1	1.1	-0.3	0.9	0	-0.6
C/C(=N\N=C(N)N)c1ccc(Cl)c(Cl)c1	-3.8	0	-2.2	-4	-2.3	i	1.5	1	1.2
CN1CCN(C(=O)Cc2ccccc2)CC1	-0.4	1	1.4	3	0.9	i	.	-1	0.5
Cc1ccc2c(c1)[nH]c1c(N3CCN(Cc4ccccc4)CC3)ncnc12	0.8	-4	0.5	5	.	i	-0.3	1	4.0
COc1cc2cc3c(N)c(C(=O)NCc4ccco4)sc3nc2cc1OC	1.1	-4	-2.6	23	.	-0.7	3.0	8	0.4
Cc1cc(C)c(NC(=O)CS(=O)CC(=O)NCCN2CCCCCC2)c(C)c1 (configuration not stated)	-1.5	3	-2.1	11	1.0	0.1	0.5	-1	-1.2
CCOC(=O)c1ccccc1NS(=O)(=O)c1ccc(OC)cc1	-3.4	-1	-1.6	1	0.7	0.3	-0.2	1	-1.6
CN1CC[n+]2c(CN3C(=O)c4ccccc4C3=O)csc21	-1.2	0	0.6	6	.	5.6	-0.4	0	-0.2
COC(=O)c1ccc(NC(=S)NC(=O)c2cccnc2)cc1	-4.1	-3	-0.3	9	-0.6	-0.2	0.1	0	-1.3
Cc1nn(CC(=O)NCCc2cccs2)c(=O)c2nn(-c3ccccc3)c(C)c12	-1.9	4	-1.3	8	0.1	-2.2	5.9	-4	0.1
C=CCOc1c(OC)cc(Cl)cc1C1NC(=O)NC(C)=C1C(C)=O (configuration not stated)	-4.8	-2	0.0	-6	.	i	0.6	-3	-0.3
COc1ccc(-c2nnn(Cc3ccccc3F)n2)cc1	-5.1	8	2.9	7	.	i	.	0	1.8
CCN(c1ccccc1)S(=O)(=O)c1ccc(OC)c(NC(=O)CNCC(C)O)c1 (configuration not stated)	-1.9	8	-0.2	5	.	i	1.2	1	-0.4
CCC(=O)Nc1cccc2c1C(=O)N(C)C2=O	0.7	-1	-1.3	10	.	-0.6	0.1	22	0.1
Nc1c(-c2cccs2)cnc2c(-c3ccc(F)cc3)cnn12	-1.5	-17	0.4	12	2.2	i	0.4	6	5.9
Cc1c(OCC(=O)NC(Cc2ccc(Cl)cc2)C(=O)O)ccc2c(-c3ccccc3)cc(=O)oc12 (configuration not stated)	-3.4	17	0.6	18	-2.5	-0.5	1.5	4	1.5
Cc1ccc(S(=O)(=O)NCCC(=O)Nc2cccc(S(N)(=O)=O)c2)cc1C	.	2	0.1	-4	1.2	0.2	-0.8	0	0.5
Brc1cccc(-c2nnc3n2CCCCC3)c1	-4.9	-7	-2.5	11	.	-0.7	2.3	-4	-1.5

Limited to BioA inh, Mtb FBA inh and Yp Topo-I inh (seven entries from above):
Structure,BioA inh,Mtb FBA inh,Yp Topo-I inh
COc1ccc(-c2nnn(Cc3ccccc3F)n2)cc1,.,0,8
CCN(c1ccccc1)S(=O)(=O)c1ccc(OC)c(NC(=O)CNCC(C)O)c1 (configuration not stated),1.2,1,8
CCC(=O)Nc1cccc2c1C(=O)N(C)C2=O,0.1,22,-1
Nc1c(-c2cccs2)cnc2c(-c3ccc(F)cc3)cnn12,0.4,6,-17
Cc1c(OCC(=O)NC(Cc2ccc(Cl)cc2)C(=O)O)ccc2c(-c3ccccc3)cc(=O)oc12 (configuration not stated),1.5,4,17
Cc1ccc(S(=O)(=O)NCCC(=O)Nc2cccc(S(N)(=O)=O)c2)cc1C,-0.8,0,2
Brc1cccc(-c2nnc3n2CCCCC3)c1,2.3,-4,-7

Following part.
SMILES	FadD28 binding	Yp Topo-I inh	UGM FP inh	GDH-TPI counter	TcdB inh	BH1578 lux ind	BioA inh	Mtb FBA inh	PfHsp40 yeast
COc1ccc(S(N)(=O)=O)cc1C(=O)NCCCN1CCN(c2ccc(C)cc2)CC1	-0.1	5	0.0	2	.	.	-0.5	1	-0.4
Cc1ccc2c(CN3CCC(C)CC3)cc(=O)oc2c1	-1.9	-5	-3.0	7	.	0.7	2.4	5	-0.4
CC(=O)N(c1cccc(Cl)c1)c1nc(C)cc(C)c1C#N	-0.1	-1	1.2	-3	0.8	-0.3	-1.5	1	-0.6
c1ccc(-c2ncnc3cc4n(c23)CCC4)cc1	-3.3	-7	-2.7	-4	.	-0.3	4.7	22	-0.3
CC(C)CC(=O)N1CCN(Cc2cccc([N+](=O)[O-])c2)CC1	-1.4	-6	3.1	2	0.7	i	.	1	-1.1
CSc1nc(-c2ccccc2)[nH]c(=S)c1C(C)=O	-4.6	1	-2.5	7	.	-4.2	-0.7	0	-0.2
O=C(c1cc2ccccc2o1)N1CCN(c2ccccc2Cl)CC1	1.6	6	1.9	-1	.	19	2.1	4	187*
CC(=O)Nc1nnc(SCc2cc(=O)c(OC(=O)c3ccccc3)co2)s1	-4.4	0	0.7	-1	1.4	-0.4	.	1	-1.4
Cn1c[n+](C)cc1-c1ccc(/C(N)=N/O)cc1	1.3	4	0.7	8	.	-0.2	.	-1	-0.7
CCOC(=O)c1[nH]c(C)c(C(=O)N(C)C)c1C	-1.0	-2	-0.1	-4	.	-0.4	2.0	-1	0.8
Cc1nc(C(F)(F)F)ccc1C(=O)N1CCCCCC1(C)C(=O)NCC(C)C (configuration not stated)	0.2	8	.	8	-4.7	-5.0	-0.6	-4	.

Taken from above.
CC(C)CC(=O)N1CCN(Cc2cccc([N+](=O)[O-])c2)CC1 in UGM FP inh: 3.1
Cc1nc(C(F)(F)F)ccc1C(=O)N1CCCCCC1(C)C(=O)NCC(C)C (configuration not stated) in BioA inh: -0.6

From PubChem
